MBD2 inh: MBD2-methylated oligo binding inhibition | Q9UBB5 | TR-FRET, MBD2 binding to methylated oligonucleotide | inhibition, % at 4.4 µM | actives 0.31% (n = 370,000) | AID 686964; in the data active means inhibition above about 13%
PLC-gamma1 inh: PLC-gamma1 (human) inhibition, primary screen; actives 0.84% (n = 370,000); inhibition, % at 12.2 µM; AID 720700; purified PLC-gamma1, fluorogenic substrate, fluorescence; in the data active means inhibition above about 9.5%
ARFGAP1 inh: rat ARFGAP1 inhibition. Arfgap1-stimulated ARF1 GTP hydrolysis, GDP FP detection. AID 651572. actives 0.26% (n = 360,000). Q62848. inhibition, % at 16.5 µM;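 active means inhibition above a per-plate limit, mean inhibition of low control wells plus 3 SD, cut at about 25% in these data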;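 further: 0% = DMSO wells with enzyme and 100% = wells lacking Arfgap1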
Target sequence (Q62848 1-136 limits assumed): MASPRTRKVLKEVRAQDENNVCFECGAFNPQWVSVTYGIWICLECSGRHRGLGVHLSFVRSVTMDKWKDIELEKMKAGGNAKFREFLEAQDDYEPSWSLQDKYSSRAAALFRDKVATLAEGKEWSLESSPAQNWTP
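System: truncated rat Arfgap1 GAP domain / Medium: HEPES-based buffer, pH 7.5 / Also added: N-terminally truncated human ARF1-GTP substrate / Incubation: enzyme reaction 120 min at 25 °C after 20 min preincubation / Measured by: FP of antibody-bound GDP Alexa 633 tracer, ex 620/em 688 nm / Replicates: singlicate, each compound tested once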
UHRF1 MBD2 ctr: blocks human UHRF1 binding to methylated DNA. Q96T88. UHRF1 binding to methylated oligo, TR-FRET. inhibition, % at 4.4 µM. actives 0.75% (n = 370,000). AID 687016; in the data active means inhibition above about 21%;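 further: UHRF1 SRA domain binding a hemimethylated CpG hairpin DNA probe; 0% = median of test compound wells and 100% = reference inhibitor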
proKLK7 act: activates the human kallikrein-7 zymogen; AID 652039; actives 0.9% (n = 370,000); activation, % at 7 µM; purified proKLK7, EDANS-DABCYL substrate fluorescence; 100% is mature enzyme control, 0% vehicle; P49862;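 active means activation above the mean of all tested compounds plus 3 SD, computed per campaign excluding outliers beyond control limits, cut at about 13% in these data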
Target sequence (P49862 whole entry, looked up): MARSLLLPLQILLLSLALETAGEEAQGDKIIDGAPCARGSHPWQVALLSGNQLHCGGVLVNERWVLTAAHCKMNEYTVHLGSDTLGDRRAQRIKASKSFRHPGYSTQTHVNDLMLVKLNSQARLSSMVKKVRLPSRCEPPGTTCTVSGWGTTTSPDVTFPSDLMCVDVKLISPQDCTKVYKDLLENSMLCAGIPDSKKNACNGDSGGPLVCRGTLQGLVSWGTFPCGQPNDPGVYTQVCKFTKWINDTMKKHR
ASAP1 inh: inhibitors of human ASAP1 ArfGAP activity; inhibition, % at 16.5 µM; actives 0.19% (n = 360,000); Q9ULH1; ASAP1-stimulated ARF1 GTP hydrolysis, GDP FP detection; in the data active means inhibition above about 25%;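 further: 0% = vehicle with enzyme and substrate and 100% = no enzyme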
Tn6 DDE FP: inhibitors of Tn6 peptide binding to human fibrin DD(E). P02675. Fibrin DD(E) TRITC-Tn6 fluorescence polarization displacement. inhibition, % at 8.3 µM. actives 0.21% (n = 370,000). AID 720509;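 active means inhibition above a per-campaign cutoff: mean of compounds within control limits plus 3 SD, cut at about 15% in these data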;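 further: 0% = median of all compound wells on the plate and 100% = blocking peptide control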
Tn7 DDE FP: disrupts Tn7 cyclic peptide binding to fibrin D-Dimer-E complex. FP displacement of FITC-Tn7 peptide from fibrin DD(E); 0% = median of compound wells per plate. inhibition, % at 8.3 µM. actives 0.13% (n = 370,000). AID 720508;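 active means inhibition above the mean of compounds falling within the control limits plus 3 SD of them, cut at about 14% in these data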;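 further: 0% = plate median of compound wells and 100% = 10 µM Aha-Tn7 peptide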
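Assay system: Human clot-derived fibrin DD(E) complex | Buffer or medium: Tris/NaCl/CaCl2 buffer, pH 7.8 | Repeats: One replicate per compound | Benchmarks: Aha-Tn7 high control | Measure: % inhibition scaled between sample-field median and high-control FP | Schedule: 10 min plus 3 h, room temperature | Signal: Fluorescence polarization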
PLCb3 inh: inhibitors of human phospholipase C beta3; actives 0.18% (n = 370,000); Purified PLC-beta3, fluorogenic substrate, fluorescence; AID 720704; inhibition, % at 12.2 µM; Q01970; in the data active means inhibition above about 11%;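 further: 0% = median of compound wells on plate and 100% = full blocker control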
ADAM17 inh: inhibitors of human ADAM17. AID 720648. P78536. actives 0.83% (n = 370,000). inhibition, % at 6.95 µM. recombinant ADAM17, EDANS/DABCYL FRET peptide cleavage;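 active means inhibition above the mean of compounds lying between control limits plus 3 SD, set per campaign, cut at about 8.5% in these data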;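 further: 0% = DMSO-only wells as the low control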
Target sequence (P78536 215-824 limits assumed): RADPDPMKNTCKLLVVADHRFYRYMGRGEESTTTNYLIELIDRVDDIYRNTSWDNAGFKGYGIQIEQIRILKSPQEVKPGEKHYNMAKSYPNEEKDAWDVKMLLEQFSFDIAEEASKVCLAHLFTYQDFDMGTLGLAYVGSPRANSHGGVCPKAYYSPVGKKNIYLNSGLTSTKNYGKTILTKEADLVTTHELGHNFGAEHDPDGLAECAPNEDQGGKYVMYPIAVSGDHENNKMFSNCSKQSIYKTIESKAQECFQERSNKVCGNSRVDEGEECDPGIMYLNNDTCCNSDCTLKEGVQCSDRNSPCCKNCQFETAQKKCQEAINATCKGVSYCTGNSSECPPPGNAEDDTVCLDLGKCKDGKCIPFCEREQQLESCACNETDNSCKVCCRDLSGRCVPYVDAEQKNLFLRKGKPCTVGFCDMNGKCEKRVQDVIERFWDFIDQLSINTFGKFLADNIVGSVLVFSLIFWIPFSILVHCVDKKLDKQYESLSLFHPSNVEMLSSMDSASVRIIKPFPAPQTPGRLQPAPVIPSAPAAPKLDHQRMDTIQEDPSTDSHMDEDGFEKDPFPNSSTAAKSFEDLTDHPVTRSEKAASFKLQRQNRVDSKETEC
The depositor's hits bear a star; / = not tested or not shown.

Sample of the layout, three compounds:
#	canonical_smiles	MBD2 inh	PLC-gamma1 inh	ARFGAP1 inh	UHRF1 MBD2 ctr	proKLK7 act	ASAP1 inh	Tn6 DDE FP	Tn7 DDE FP	PLCb3 inh	ADAM17 inh
1	Cc1cc(Cl)nc(Cl)c1C(=O)NCc1ccc(Cl)cc1	2.1	-4.7	10.5	1.0	-0.1	7.6	-2.5	-2.8	-7.3	-6.7
2	Cc1ccc(NC(=O)C2CCCN(S(=O)(=O)c3c(C)noc3C)C2)cc1F (stereo unspecified)	-0.1	2.2	2.6	13.3	0.3	5.6	2.3	-6.5	0.3	-3.3
3	C=CCN1[C@H](CC(C)C)COc2cccc(F)c2S1(=O)=O	-1.0	0.3	/	-0.4	0.1	/	1.7	6.4	-0.1	-5.1

The whole of this part (from the top)
#	canonical_smiles	MBD2 inh	PLC-gamma1 inh	ARFGAP1 inh	UHRF1 MBD2 ctr	proKLK7 act	ASAP1 inh	Tn6 DDE FP	Tn7 DDE FP	PLCb3 inh	ADAM17 inh
1	Cc1cc(Cl)nc(Cl)c1C(=O)NCc1ccc(Cl)cc1	2.1	-4.7	10.5	1.0	-0.1	7.6	-2.5	-2.8	-7.3	-6.7
2	Cc1ccc(NC(=O)C2CCCN(S(=O)(=O)c3c(C)noc3C)C2)cc1F (stereo unspecified)	-0.1	2.2	2.6	13.3	0.3	5.6	2.3	-6.5	0.3	-3.3
3	C=CCN1[C@H](CC(C)C)COc2cccc(F)c2S1(=O)=O	-1.0	0.3	/	-0.4	0.1	/	1.7	6.4	-0.1	-5.1
4	O=C(COC(=O)Cc1ccccc1F)NCCNC(=O)COC(=O)Cc1ccccc1F	-4.5	3.0	6.5	-1.6	-0.1	-8.3	4.7	-6.0	-4.2	-2.9
5	O=C(NCCCN1CCCC1=O)c1ccc2c(c1)ncn2C1CCCCC1	4.6	-1.8	-12.6	2.8	0.0	6.6	4.1	7.9	-1.9	-5.2
6	COc1ccc(S(=O)(=O)NCC(=O)Nc2cccc(C)c2C)cc1OC	3.6	3.2	6.3	-0.3	-0.4	-1.0	2.9	-2.4	4.9	2.0
7	COC(=O)C1(Cc2cc(-c3ccc([N+](=O)[O-])cc3)no2)CCN(C(=O)OC(C)(C)C)CC1	-0.2	-1.5	-5.2	1.7	0.3	10.1	2.3	-2.6	-2.0	2.0
8	CCc1c(Cc2ccccc2)ncn1CCc1ccccc1OC	0.9	2.2	-8.0	0.4	-0.3	7.0	-0.6	-6.0	2.9	0.2
9	COc1ccc(CNC(=O)CN(Cc2ccc(Cl)cc2)S(=O)(=O)c2ccccc2)cc1	-3.9	8.5	11.8	1.2	0.3	9.6	0.6	1.4	7.5	18.1*
10	CN(C)S(=O)(=O)c1ccc(NC(=O)CSc2nnc(-c3ccco3)o2)cc1	-4.3	-32.3	-4.1	0.9	0.3	-14.4	1.5	4.0	-4.5	-1.5
11	O=C(NCCCc1ccccc1)c1cccc(NC(=O)C2CC2)c1	0.0	4.5	5.7	-0.3	-0.3	-7.8	-0.9	-5.2	1.4	-0.7
12	Cc1cc(C(F)(F)F)nn1Cc1n[nH]c(=S)n1-c1cccc(Cl)c1	0.1	-0.7	6.9	-4.4	-0.1	18.5	-1.1	-2.3	-76.5	-1.9
13	COc1cccc(CNC[C@H]2O[C@@H](n3cnc(C(N)=O)n3)[C@H](O)[C@@H]2O)c1OCc1ccc(F)cc1Cl	4.9	0.1	-10.4	1.1	0.0	7.4	1.4	11.5	1.4	-4.9
14	C[C@@H](NCCc1ccc(O)cc1)[C@@H](O)c1ccc(O)cc1	-4.6	1.4	2.1	-0.2	-0.1	1.3	-6.5	10.4	3.7	1.7
15	CCOC(=O)c1cccc(NC(=O)CN(C)S(=O)(=O)c2cnc[nH]2)c1	-1.7	1.4	6.8	2.6	0.3	-3.5	-4.3	-3.2	-2.0	-2.2
16	Cc1nc2ccc3nc(NC(=O)C4COc5ccccc5O4)sc3c2s1 (stereo unspecified)	-1.8	0.8	-9.6	-1.6	-0.3	9.3	-12.3	0.4	-0.3	1.3
17	Cc1ccc(Cn2c(=O)sc3ccccc3c2=O)cc1	-1.4	0.9	3.3	0.7	-0.1	-1.4	-0.3	6.9	-2.9	-3.0
18	CCC(Oc1ccc(C)c(C)c1)C(=O)O (stereo unspecified)	3.6	5.9	6.6	0.3	-0.2	-8.4	-0.1	-2.6	0.0	-2.4
19	O=C(c1cccc(N2C(=O)C3CC=CCC3C2=O)c1)N1CCCCCC1 (stereo unspecified)	-2.0	-0.3	-6.9	4.5	0.7	-11.4	3.5	1.6	-0.1	-4.0
20	Cc1ccc2nc(-c3ccccc3)cc(C(=O)N(C)CC(=O)Nc3ccccc3Br)c2c1	3.9	-0.8	10.9	0.1	0.1	-2.3	-3.6	-0.5	-15.7	-8.5
21	COc1ccc(S(=O)(=O)N(CC(=O)N2CCOCC2)Cc2ccccc2)cc1	-0.1	0.6	4.4	-0.2	0.2	-3.5	-5.6	2.7	-0.5	-2.1
22	CCc1noc(C)c1C(=O)Nc1cc(Cl)ccc1N1CCOCC1	-1.3	3.6	-6.3	1.2	-0.5	-20.7	1.7	-9.5	-4.1	4.7
23	O=c1c2ccccc2c(-c2ccccc2)nn1-c1cc(Cl)cc(Cl)c1	-0.7	0.5	-0.4	3.0	-0.3	-7.0	5.7	-4.0	-0.1	-2.2
24	NC(=O)CC(NC(=O)c1ccccc1)c1ccc(NC2CCCCCCC2)c([N+](=O)[O-])c1 (stereo unspecified)	-0.4	2.6	0.2	2.1	-0.7	-9.7	6.6	0.8	-2.7	4.9
25	CC(=O)CC[C@H]1CC[C@]2(CCCN(S(=O)(=O)C3CCCCC3)C2)O1	0.1	-2.5	/	-1.4	0.1	/	9.9	5.5	-1.6	-2.1
26	CCCN1C(=O)/C(=C/c2c(NCCCOCC)nc3c(C)cccn3c2=O)SC1=S	-0.6	-9.7	6.4	0.1	0.2	-3.1	2.4	7.0	-7.4	-5.8
27	O=C(OCc1cc(Cl)cc2c1OCOC2)c1cccnc1Cl	0.0	-0.6	5.2	-0.1	0.1	-2.4	4.5	-0.5	-4.9	-0.5
28	COc1cc(OC)c(OC)cc1/C=N/N(C)c1ccccc1	-4.8	-3.8	-0.6	0.8	-0.5	-4.1	4.8	-0.9	-0.5	-4.8
29	Cc1cc(C(=O)N/N=C/c2cccc3ccccc23)c(C)o1	-6.0	-1.7	2.0	-3.0	0.6	-2.8	3.6	-5.9	-10.4	-3.6
30	C[C@H]1[C@@H](NC(=O)c2ccc(Cl)c(C(F)(F)F)c2)CC[C@@]23CCCN2C(=O)CCC[C@@H]13	-3.0	5.5	/	2.4	/	/	3.6	0.0	-4.0	-1.2
31	COCCN(C(=S)Nc1c(C)cc(C)cc1C)C(C)c1cccs1 (stereo unspecified)	-0.1	0.5	8.1	0.3	0.2	-7.5	1.8	-5.0	-6.6	-1.7
32	COC(=O)c1sc(NC(=O)COc2ccc(OC)cc2)nc1C	3.3	-0.6	-4.6	-1.9	-0.7	6.0	-2.2	-5.2	0.7	-4.5
33	COCCC(=O)N1CCC(Oc2ccc(C(=O)NCc3nccn3C)cc2)CC1	0.6	0.7	-8.6	0.5	0.2	1.7	-0.3	-3.0	-3.2	-2.7
34	Cc1cccc(-n2c(=O)[nH]c3c(C(N)=O)nc(CC(C)C)nc32)c1	-5.5	-13.3	-4.9	1.1	-10.3	2.2	4.9	0.3	-6.6	-31.6
35	COc1ccc(S(=O)(=O)Nc2c(F)cccc2F)cc1	-5.0	13.5*	-6.5	6.3	0.3	-1.1	2.0	-4.5	5.4	3.0
36	CCO[C@@H]1OC(C(=O)N2CCCCCCC2)=C[C@H](c2ccc(C(F)(F)F)cc2)[C@H]1CCCO	6.2	6.6	2.7	3.5	-0.5	-2.5	0.2	1.9	3.6	2.8
37	N#Cc1cc([N+](=O)[O-])ccc1NCC1CCCO1 (stereo unspecified)	1.1	1.3	6.9	-2.9	0.3	4.3	-12.7	3.2	-3.8	1.9
38	CC(C)CC(=O)c1c[nH]c(C(=O)NCc2ccccc2)c1	1.7	3.3	13.0	1.0	-0.2	10.7	6.7	-1.1	-3.2	-0.4
39	O=C(CSc1nnc2scc(-c3ccccc3)n12)c1ccc2c(c1)OCCO2	-2.9	0.9	-0.1	-0.1	-0.7	-7.5	9.0	-0.1	3.6	0.1
40	COc1ccc(C2C(C(=O)N3CCOCC3)CCC(=O)N2c2ccc(OC)cc2)cc1 (stereo unspecified)	-3.7	0.2	-3.4	-3.1	-0.3	-10.4	-2.7	10.6	3.9	-4.2
41	O=C(NCc1ccc(Cl)cc1)c1cc([N+](=O)[O-])ccc1Cl	1.3	0.8	-3.6	2.5	0.1	-3.6	3.0	2.0	2.4	-1.5
42	NC(Cc1c[nH]c2ccc(OCc3ccccc3)cc12)C(=O)O (stereo unspecified)	-1.0	-13.4	13.0	-0.3	-0.6	8.2	-4.4	-4.4	-28.2	-2.4
43	Nc1c(C(=O)Nc2ccc(Cl)cc2)oc2ccccc12	0.2	-36.4	-2.9	1.3	0.3	-9.3	1.1	-3.4	-51.0	-17.4
44	COC(=O)C1=C(C)N(Cc2ccccc2)C(=NCc2ccccc2)N[C@H]1c1ccccc1	-0.6	5.2	10.7	0.3	0.4	-2.1	1.6	2.4	1.2	-5.8
45	CCCCCN(C(=O)CCC(=O)OCc1ccc(Cl)cc1Cl)c1c(N)n(CCCC)c(=O)[nH]c1=O	5.9	-5.2	-5.5	0.2	-0.3	-3.4	-2.2	2.7	-10.6	-6.8
46	Cc1ccc(CN(C(=O)c2csnn2)C(C(=O)NC2CCCC2)c2ccco2)cc1 (stereo unspecified)	-3.6	1.0	-3.0	-0.4	-0.1	2.2	1.0	3.4	1.1	-0.6
47	Cc1nnc(SCC(=O)c2c[nH]c3ccccc23)n1C1CC1	1.2	-0.4	-9.4	-5.1	-0.5	-9.4	2.1	-7.6	-1.3	-3.8
48	NC(=O)c1ccccc1NC(=O)CS(=O)(=O)Cc1ccccc1	3.3	-2.4	18.1	5.7	-1.3	1.0	-6.9	-2.4	-11.7	-5.6
49	COc1cccc(Nc2ncnc3ccc(Br)cc23)c1	2.8	-21.5	11.3	0.2	-0.1	3.5	-10.3	7.7	-35.4	-2.8

Three of the entries above in order of the UHRF1 MBD2 ctr value, high to low.
#	canonical_smiles	MBD2 inh	PLC-gamma1 inh	ARFGAP1 inh	UHRF1 MBD2 ctr	proKLK7 act	ASAP1 inh	Tn6 DDE FP	Tn7 DDE FP	PLCb3 inh	ADAM17 inh
35	COc1ccc(S(=O)(=O)Nc2c(F)cccc2F)cc1	-5.0	13.5*	-6.5	6.3	0.3	-1.1	2.0	-4.5	5.4	3.0
48	NC(=O)c1ccccc1NC(=O)CS(=O)(=O)Cc1ccccc1	3.3	-2.4	18.1	5.7	-1.3	1.0	-6.9	-2.4	-11.7	-5.6
45	CCCCCN(C(=O)CCC(=O)OCc1ccc(Cl)cc1Cl)c1c(N)n(CCCC)c(=O)[nH]c1=O	5.9	-5.2	-5.5	0.2	-0.3	-3.4	-2.2	2.7	-10.6	-6.8

Compound activity as filed in PubChem.
